S1P4 antagonist: antagonists of human S1P4 receptor; inhibition, % at 4.98 µM; S1P4-expressing cells, antagonist mode, reporter read-out; 220,000 tested, 0.26% active; O95977; in the data active means inhibition above about 29%;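 further: 0% = wells stimulated with agonist and 100% = vehicle wells without agonist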
p47phox inh: p47phox (human) inhibition. p47phox/p22phox peptide binding, fluorescence polarization, 2 h. 220,000 tested, 0.53% active. AID 1274. inhibition, % at 24.7 µM. P14598;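 active means inhibition above about 30%, limit read from the data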;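 further: 0% = p47phox with labelled peptide and 100% = labelled peptide alone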
NPY-Y1 antag: antagonists of human neuropeptide Y receptor Y1; HEK293-CNG Y1 cells, membrane potential fluorescence; NPY at EC95, then isoproterenol; inhibition, % at 3.6 µM; 200,000 tested, 1% active;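 active means inhibition above the campaign mean inhibition of all tested compounds plus 3 SD, cut at about 20% in these data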;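 further: 0% = DMSO wells given NPY plus isoproterenol and 100% = isoproterenol alone without NPY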
Target sequence (P25929 whole entry, looked up): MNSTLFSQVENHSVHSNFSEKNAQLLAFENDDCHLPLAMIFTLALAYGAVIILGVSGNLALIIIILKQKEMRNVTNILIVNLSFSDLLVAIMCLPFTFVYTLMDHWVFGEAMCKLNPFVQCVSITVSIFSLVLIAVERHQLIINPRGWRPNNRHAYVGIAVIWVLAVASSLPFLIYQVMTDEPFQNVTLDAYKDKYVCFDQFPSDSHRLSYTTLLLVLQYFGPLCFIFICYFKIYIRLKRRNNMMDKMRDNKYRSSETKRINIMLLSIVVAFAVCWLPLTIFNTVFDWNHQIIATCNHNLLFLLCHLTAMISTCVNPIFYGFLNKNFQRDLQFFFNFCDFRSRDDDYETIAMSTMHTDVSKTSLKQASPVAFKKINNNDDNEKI
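Material: HEK293 cells with Y1 receptor plus CNG channel; times: compound incubation 1 h at room temperature, readout 45 min post-stimulation; signal: fluorescence, membrane potential probe; read-out basis: fluorescence ratio normalized to % inhibition between controls; benchmarks: full-block control isoproterenol-only wells, zero-block control NPY plus isoproterenol wells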
NPY2 pot ag: potentiates or activates human NPY-Y2 receptor; P49146; cells expressing NPY-Y2, potentiator/agonist read-out; activation, % at 3.6 µM; 220,000 tested, 0.45% active; in the data active means activation above about 27%;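 further: cells stimulated with NPY near EC25 plus isoproterenol at EC100; 0% = vehicle plus submaximal agonist and 100% = vehicle plus saturating agonist; some results beyond the cut were filed as inactive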
Target sequence (P49146 whole entry, looked up): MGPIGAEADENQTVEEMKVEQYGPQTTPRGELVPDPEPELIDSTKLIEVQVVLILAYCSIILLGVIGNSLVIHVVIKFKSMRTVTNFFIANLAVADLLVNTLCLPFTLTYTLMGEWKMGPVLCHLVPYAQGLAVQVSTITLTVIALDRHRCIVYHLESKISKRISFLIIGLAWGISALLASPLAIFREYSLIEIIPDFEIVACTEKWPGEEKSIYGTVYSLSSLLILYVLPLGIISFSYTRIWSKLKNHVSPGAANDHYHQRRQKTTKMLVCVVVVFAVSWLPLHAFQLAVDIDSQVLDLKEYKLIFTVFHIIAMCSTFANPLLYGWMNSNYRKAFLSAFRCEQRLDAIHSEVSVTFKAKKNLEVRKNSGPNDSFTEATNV
BaF3 parental: reduces parental Ba/F3 cell viability, JAK2V617F counter-screen | CellTiter-Glo ATP luminescence | inhibition, % at 5.6 µM | 220,000 tested, 1.1% active;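 active means inhibition above a per-campaign cutoff, the mean inhibition of all tested compounds plus 3 SD, cut at about 27% in these data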;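 further: 0% = DMSO wells and 100% = JAK Inhibitor I control wells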
NPY-Y1 PAM-ag: potentiates or activates human NPY-Y1 receptor; 220,000 tested, 0.37% active; activation, % at 3.6 µM; NPY-Y1 expressing cells, potentiator/agonist activation; P25929; in the data active means activation above about 33%, passing the limit was not always enough;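 further: cells stimulated with NPY at EC10 then isoproterenol at EC100; 0% = low agonist plus stimulus and 100% = saturating agonist plus stimulus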
CHOP inh: blocks CHOP induction under ER stress. CHO-K1 CHOP-promoter luciferase, tunicamycin-induced, 15-18 h. inhibition, % at 10 µM. 220,000 tested, 3.8% active. AID 2732;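 active means compounds that reduced the stress-induced luciferase reporter signal by more than about 70% of percent inhibition, limit read from the data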;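 further: 0% = tunicamycin plus vehicle and 100% = wells without tunicamycin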
Ba/F3 V617F tox: loss of viability in JAK2V617F-driven Ba/F3 cells; AID 1446; inhibition, % at 5.6 µM; Ba/F3 EpoR-JAK2V617F viability, ATP luminescence; 220,000 tested, 1.1% active;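 active means inhibition above the campaign mean plus 3 SD over all tested compounds, cut at about 24% in these data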;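 further: cytokine-independent growth of Ba/F3 cells driven by EpoR plus mutant JAK2; 0% = DMSO-treated cells and 100% = JAK inhibitor I control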
S1P4 ag: activates the human S1P4 receptor. S1P4-expressing cell line, agonist reporter assay. activation, % at 4.98 µM. O95977. 220,000 tested, 0.35% active; in the data active means activation above about 11%;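 further: 0% = DMSO vehicle and 100% = reference agonist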
The depositor's hits bear a star; / = no result given. An unsorted share of the library. Share with any hit: about 7.1%.

structure | NPY-Y1 PAM-ag | Ba/F3 V617F tox | BaF3 parental | CHOP inh | p47phox inh | NPY2 pot ag | S1P4 antagonist | NPY-Y1 antag | S1P4 ag
Cc1cc(C)n(-c2nc3c(c(=O)[nH]c(=O)n3C)n2Cc2ccccc2)n1 | 13.6 | -4.9 | 1.1 | 45.4 | -2.3 | -2.2 | 16.8 | 3.7 | -1.2
Cc1ccccc1C(=O)NNC(=S)NC(=O)COc1ccccc1 | -14.3 | -1.6 | 1.5 | 65.5 | -8.8 | -8.5 | -14.1 | 7.5 | -4.0
CC(=O)Nc1ccc(S(=O)(=O)NC(CC(=O)O)c2ccc(C)cc2)cc1 (stereo not given) | -1.0 | -3.1 | 1.3 | 9.3 | 0.8 | 0.9 | -20.6 | / | 1.7
Cc1cccc(Oc2ccc(NC(=O)c3ccccc3C(=O)O)cc2)c1 | 7.1 | -2.9 | -1.0 | -3.0 | 2.8 | 9.9 | -1.2 | / | 0.3
CCOC(=O)C1=C(c2ccccc2)NC(=S)NC1C (stereo not given) | -14.7 | 5.3 | 5.4 | 1.6 | -4.8 | -14.8 | -21.4 | -0.2 | -5.8
COc1ccc(Nc2cc(C)nc(NCc3ccccc3)n2)cc1 | -3.4 | 14.4 | 4.8 | 62.6 | -12.4 | -9.9 | 14.1 | / | 0.4
CCOC(=O)c1ccc[n+](C(C)C(=O)c2ccc(-c3ccccc3)cc2)c1 (stereo not given) | -10.7 | -2.2 | 15.0 | 2.5 | -9.9 | -13.4 | -18.2 | 2.2 | 1.2
CNC(=O)COC(=O)c1cc(=O)[nH]c2ccccc12 | 18.8 | -5.0 | 2.7 | -5.1 | -2.6 | 3.4 | -6.5 | 2.3 | -0.9
Cc1ccc2cc(C3CC(c4ccco4)=NN3S(C)(=O)=O)c(Cl)nc2c1 (stereo not given) | 3.7 | -4.3 | 7.8 | 21.5 | -45.6 | 2.3 | 1.2 | / | 0.0
COc1ccc(Nc2ccc(N3C(=O)CC(C)C3=O)cc2[N+](=O)[O-])cc1OC (stereo not given) | 18.1 | -1.5 | 6.4 | -11.5 | 2.8 | 0.1 | -0.4 | 0.7 | -0.2
CC1CN(CCOc2ccccc2[N+](=O)[O-])CC(C)O1 (stereo not given) | -3.2 | 4.9 | 9.7 | -7.3 | 2.6 | 4.4 | -13.9 | -1.4 | -3.4
Cc1ccc(-c2ccccc2)n1-c1cccc(C(=O)O)c1 | -19.5 | -2.4 | -1.6 | 9.8 | -22.0 | -6.9 | 4.8 | / | -0.4
O=C1C(C2=NC(C(=O)O)C3C(=O)N(c4ccccc4)C(=O)C23)=C(O)c2ccccc21 (stereo not given) | 0.7 | 5.9 | 6.7 | -3.6 | 5.4 | 0.2 | -9.6 | 2.3 | -3.0
O=C(CC(c1ccccc1)c1ccccc1)NCCO | 7.9 | -2.5 | 1.3 | 22.2 | -19.4 | -2.5 | -7.9 | 0.8 | 1.9
O=C(NCCCn1ccnc1)C1CC(c2ccccc2Cl)=NO1 (stereo not given) | 2.8 | 1.1 | 0.0 | -3.9 | 2.6 | -12.2 | 1.8 | / | 0.3
CC1CCCC(C)N1C(=O)C1CC(c2ccc(F)cc2)=NO1 (stereo not given) | -11.5 | -0.1 | 1.6 | 14.7 | -4.3 | -4.1 | 5.6 | 6.1 | -0.7
COc1ccc(OC)c2[nH]c(=O)c(CCNC(=O)COc3ccccc3)cc12 | -20.3 | 4.2 | 7.9 | -3.8 | -7.1 | 3.9 | -14.0 | 0.0 | 0.4
O=C(CCn1c(=O)oc2ccccc21)Nc1nc2ccccc2s1 | -7.0 | 2.1 | 13.3 | 36.8 | -49.9 | -17.2 | -12.1 | 5.8 | 1.4
COc1ccc(-n2c(Cc3cccn3C)nnc2SCC(=O)Nc2ccc3c(c2)OCCO3)cc1 | 1.6 | 0.0 | 1.9 | 33.6 | -1.1 | 11.6 | -18.5 | -0.8 | -0.8
O=C1C=CC(=O)N1CCNc1ncc(C(F)(F)F)cc1Cl | 2.1 | 47.8* | -0.9 | 65.3 | 3.4 | 10.2 | 28.6 | 1.0 | -0.8

Overlap with the part before: 2 compounds, then new ones.
structure | NPY-Y1 PAM-ag | Ba/F3 V617F tox | BaF3 parental | CHOP inh | p47phox inh | NPY2 pot ag | S1P4 antagonist | NPY-Y1 antag | S1P4 ag
COc1ccc(-n2c(Cc3cccn3C)nnc2SCC(=O)Nc2ccc3c(c2)OCCO3)cc1 | 1.6 | 0.0 | 1.9 | 33.6 | -1.1 | 11.6 | -18.5 | -0.8 | -0.8
O=C1C=CC(=O)N1CCNc1ncc(C(F)(F)F)cc1Cl | 2.1 | 47.8* | -0.9 | 65.3 | 3.4 | 10.2 | 28.6 | 1.0 | -0.8
COc1cc(Cl)c(C)cc1NC(=O)CSc1nnc(-c2ccco2)n1CC(C)C | -6.9 | 0.4 | 1.2 | 53.1 | -6.2 | -0.6 | 1.1 | 6.0 | -0.4
COc1ccccc1NC(=O)Nc1c(C)nn(C)c1C | -12.2 | 4.0 | 10.9 | -0.5 | -1.6 | -10.7 | 5.5 | 1.2 | 0.5
Cc1ccc(C(=O)COc2nc(C)nc3ccccc23)cc1 | -0.5 | -0.5 | -2.1 | 5.0 | 0.7 | 3.2 | -2.5 | -1.0 | 1.3
COC(=O)c1cc2c(ccn2-c2ccc(F)cc2)n1CC(=O)N1CCN(C(=O)c2ccco2)CC1 | -15.3 | 3.0 | 3.1 | 1.4 | -13.5 | 2.8 | 3.1 | -1.1 | 1.4
COc1cc([C@@H]2C[C@H]3CN(c4ccccc4)C(=O)[C@]34CCCN24)cc(OC)c1OC | 5.1 | -0.3 | 3.6 | 78.0* | -73.5 | -5.4 | -1.7 | 1.4 | 0.8
COC(=O)c1nc[nH]c1C(=O)OC | 8.7 | -1.5 | -2.1 | 14.4 | 6.2 | -9.8 | -11.0 | / | 1.8
Cc1nn(C(C)(C)C)c(OC(=O)c2cccs2)c1Sc1ccccc1 | -18.1 | -3.8 | -0.2 | 80.8* | -8.8 | 7.0 | -1.5 | 13.4 | 4.1
COC(=O)C1=C(SC)N(c2ccc(OC)cc2)C(c2ccccc2)CC1=O (stereo not given) | 22.6 | 2.3 | 3.6 | -26.1 | 9.2 | 8.3 | -13.9 | 3.5 | 0.2
O=C(Nc1ccccc1-c1ccccc1)c1ccco1 | -15.8 | 2.2 | 4.6 | 24.3 | 0.9 | -3.6 | -3.3 | 10.2 | -0.4
COc1ccc(N(C)S(=O)(=O)c2cccc(C(=O)OCC(=O)NCc3ccccc3OC)c2)cc1 | -8.3 | -1.8 | -5.3 | 6.6 | -15.2 | -15.7 | -7.8 | / | -1.7
CCOC(=O)C1C(=O)NC(c2ccccc2)=NC1c1ccc(O)c(OC)c1 (stereo not given) | 5.0 | -0.7 | 6.9 | 0.8 | -5.5 | 0.2 | -3.6 | -1.2 | -0.2
CCC(=O)N1CCN(c2ccc(NC(=O)c3ccc(N4CCCC4)c([N+](=O)[O-])c3)cc2)CC1 | -16.3 | -2.7 | 6.0 | 37.2 | -5.8 | 4.9 | -2.5 | 9.4 | 0.4
N#CCCN(CC(=O)O)S(=O)(=O)c1ccccc1 | -3.7 | 5.5 | 14.2 | 14.6 | -12.0 | -8.2 | -1.8 | -2.3 | 1.6
CC(Sc1nc(NCc2ccccc2)nc(N(C)C)n1)C(=O)Nc1ccccc1 (stereo not given) | -40.9 | -5.0 | 2.2 | 9.3 | -10.2 | -41.1 | -3.5 | 17.0 | -0.2
CCOC(=O)C1=C(SCC(=O)Nc2ccccc2)NC(=O)C(C#N)C12CCCCC2 (stereo not given) | 1.6 | 3.5 | 6.7 | 60.1 | -8.6 | 5.8 | 4.7 | -1.2 | -2.3
Cc1ccc(C2(C)NC(=O)N(CC(=O)NCCC3=CCCCC3)C2=O)cc1 (stereo not given) | 1.9 | -1.3 | 2.3 | 18.5 | -5.1 | -11.9 | -20.2 | -1.5 | -1.9
N#Cc1nc(-c2cccs2)oc1NCC1CCCO1 (stereo not given) | -14.6 | 3.2 | 4.1 | -3.0 | -13.2 | 3.8 | -11.1 | -1.1 | 1.9
Cc1noc(C)c1S(=O)(=O)N(Cc1ccccc1)C(C)C | -25.0 | -1.4 | 1.7 | -3.6 | 10.7 | -1.6 | 3.0 | / | 1.3
O=C(O)CCc1ccc(-c2cccs2)n1NC(=O)c1ccc(Cl)cc1Cl | -4.9 | -1.9 | 7.1 | 60.8 | -14.9 | 0.8 | 13.6 | 5.1 | -0.8
CCOC(=O)C1(C)NC(c2ccco2)C2C(=O)N(c3ccc(C)cc3)C(=O)C21 (stereo not given) | 16.5 | -0.6 | 2.2 | -15.5 | -20.7 | 3.9 | -7.1 | 1.5 | 1.6

The list goes on:
structure | NPY-Y1 PAM-ag | Ba/F3 V617F tox | BaF3 parental | CHOP inh | p47phox inh | NPY2 pot ag | S1P4 antagonist | NPY-Y1 antag | S1P4 ag
Clc1cccc(CON/C=N/c2ncnc3sccc23)c1 | 35.6 | -2.6 | 2.8 | 18.8 | -7.5 | 0.3 | -12.5 | -8.5 | 0.1
O=C1NC(=O)/C(=C\c2ccc(N3CCOCC3)o2)N1 | -16.6 | 0.8 | -1.7 | -25.6 | -13.6 | -14.8 | 0.4 | 0.6 | 1.5
C=CC(O)(C#CCN(CC)CC)c1ccccc1 (stereo not given) | -2.3 | -1.9 | 1.9 | 28.7 | -16.1 | 1.1 | -5.2 | -2.4 | 1.4
COc1ccc(/C=C2/CCOC2=O)cc1 | -22.8 | 1.4 | 2.7 | -2.8 | -9.5 | -16.7 | -15.1 | 0.0 | 0.3
CCCCNc1ncnc2c1cnn2-c1ccc(C)cc1C | 0.8 | 2.4 | 0.7 | 59.4 | 7.3 | 4.1 | 7.0 | -0.2 | 0.9
O=C1c2ccccc2S(=O)(=O)N1CC1CC(c2ccccc2)=NO1 (stereo not given) | -6.1 | 1.4 | -1.0 | -0.5 | -9.2 | -5.2 | -5.5 | 2.1 | 0.7
CN(C)C(=O)NC1C=CS(=O)(=O)C1 (stereo not given) | -6.3 | 1.6 | 6.3 | -5.9 | 0.3 | -9.2 | -12.2 | -3.4 | -0.2
C/C(=N\NC(=O)c1ccc(NS(=O)(=O)c2cccs2)cc1)c1ccc2c(c1)OCO2 | -1.0 | 0.5 | 4.2 | 0.6 | -14.8 | 4.9 | 8.5 | -2.7 | 1.3
O=C(O)c1cccc(CSc2ncccn2)c1 | -10.1 | -4.5 | 3.5 | 5.5 | -7.2 | 15.6 | -7.9 | 4.7 | 1.6
FC(F)(F)COc1nc(N2CCCCC2)nc(N2CCNCC2)n1 | -11.4 | -2.0 | 2.4 | -18.4 | 2.4 | -5.2 | 12.7 | 4.7 | 0.9
N/C(=N\OC(=O)CC1CCCCC1)c1cccc([N+](=O)[O-])c1 | -4.0 | 0.3 | 6.3 | 59.1 | -11.9 | 3.8 | -11.2 | -0.3 | -0.8
Cc1ccc(N2C(=O)C(CC(=O)Nc3cccc(F)c3)N(C3CC3)C2=O)cc1 (stereo not given) | -1.4 | 0.3 | 3.6 | 6.9 | 0.9 | 10.1 | -9.5 | 6.1 | -1.0
CC1(C)C(=O)OC(C(=O)c2ccccc2)C(C)(C)C1=O (stereo not given) | -4.9 | -1.0 | 3.8 | 4.8 | -9.5 | 4.1 | 1.7 | -1.4 | 0.9
COc1ccccc1NC(=O)CSc1nnc(COc2ccccc2OC)n1C | 1.5 | -1.3 | 6.8 | 13.4 | 4.6 | -11.4 | -6.8 | -0.2 | 0.0
